Assay outcomes deposited in PubChem BioAssay by several laboratories.
NOD2 inhibition – inhibition of NOD2-driven NF-kB reporter – cell-based, luminescence, uHTS, HEK293 (AID 1566). HEK293 NOD2/NF-kB luciferase reporter, luminescence; higher % means a stronger effect. inhibition, % at 4 µM, or EC50 in µM where a hit was titrated. 290,000 tested, 0.63% active; further: many of its hits are not listed in these tables
NS5 inhibitors – Dengue-2 NS5 methyltransferase inhibitors, primary screen, biochemical, confirmation dose response (AID 588689). 340,000 tested, 0.3% active. Dengue-2 NS5 methyltransferase capping enzyme assay, biochemical; higher % means a stronger effect. inhibition, % at 25 µM, or IC50 in µM where a hit was titrated; in the data active means a potency from the dose series
HIV peptide binding – inhibitors of HIV fusion peptide binding, primary screen, biochemical, uHTS, fluorescence dequenching (AID 1986) | cell-free peptide binding, fluorescence dequenching, 30 min; higher % means a stronger effect | one-dose inhibition, % at 20 µM; IC50 in µM for titrated hits | 290,000 tested, 0.3% active; in the data active means inhibition mostly above about 52%, no sharp cut-off; inactive means mostly below about 76%; further: some results filed as inactive read as strong as hits
AID2073 – disruptors of CaV2.2 binding to Mint1 – biochemical, HTRF (AID 2073); HTRF protein-protein interaction, Mint1-CaV2.2; higher % means a stronger effect; inhibition, % at 20 µM; hits with a dose series show IC50 in µM; 290,000 tested, 0.19% active; in the data active means inhibition mostly above about 51%, no sharp cut-off; further: some results filed as inactive read as strong as hits
West Nile virus CPE – West Nile virus antiviral activity, cell-based, CPE readout (AID 1621). CPE inhibition, % at 10 µM; hits with a dose series show IC50 in µM. 290,000 tested, 0.02% active. West Nile virus-infected cells, CPE inhibition; higher % means a stronger effect; in the data active means a potency from the dose series; further: strong numbers were not always called active
Yfh1-off respiration – enhancers of respiration in Yfh1-depleted yeast, dose response, Friedreich's ataxia, plus single-dose screen (AID 1465) | S. cerevisiae Yfh1-off respiration, WST-1 reduction, 72 h; higher fold induction means a stronger effect | one-dose fold induction at 50 µM; EC50 in µM for titrated hits | 220,000 tested, 0.074% active;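 active means fold induction of absorbance versus untreated yeast above a set limit, then at least 30% activation at any dose in follow-up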;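 further: activators that raise dye reduction in frataxin-depleted yeast; strong numbers were not always called active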
KOR beta-arrestin-1 – KOR antagonists, beta-arrestin recruitment, cell-based, luminescence, uHTS (AID 1778); KOR beta-arrestin recruitment, luminescence, antagonist mode; higher % means a stronger effect; inhibition, % at 10 µM; hits with a dose series show IC50 in µM; 290,000 tested, 0.091% active; further: strong numbers were not always called active
NOD1 NF-kB reporter – inhibition of NOD1-driven NF-kB reporter – cell-based, luminescence, uHTS, primary screen (AID 1578). NOD1-driven NF-kB luciferase reporter cells, luminescence; higher % means a stronger effect. one-dose inhibition, % at 4 µM; EC50 in µM for titrated hits. 290,000 tested, 1% active; in the data active means inhibition mostly above about 36%, no sharp cut-off; inactive means mostly below about 34%;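 further: HEK-293T reporter cells stimulated with the NOD1 agonist gamma-tri-DAP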
KOR beta-arrestin-2 – KOR agonists, beta-arrestin recruitment, primary screen, cell-based, luminescence, uHTS (AID 1777); 280,000 tested, 0.02% active; KOR beta-arrestin recruitment, luminescence; higher % means a stronger effect; activation, % at 10 µM; hits with a dose series show EC50 in µM; in the data active means activation above about 50%, passing the limit was not always enough; further: a part of the inactive calls stands beside numbers as strong as those of hits
NS5 inhibitors pilot replicate – also measured in NS5 inhibitors; calls as there; inhibition, %; measured here: pilot screen replicate inhibition
The depositor's hits bear a star; i = inactive; . = not tested or not shown; [ ] = dose if it differs, or a comment. Unless noted, no stated cut-off is given here; in the data, active means inhibition above about 50%; inactive means the rest. An excerpt; count on the stated rates, not on these rows.

The first four compounds as a preview:
SMILES	NOD2 inhibition	NS5 inhibitors	HIV peptide binding	AID2073	West Nile virus CPE	Yfh1-off respiration	KOR beta-arrestin-1	NOD1 NF-kB reporter	KOR beta-arrestin-2	others
Cc1nc2c(C(=O)NCc3ccc4c(c3)OCO4)c[nH]n2c(=O)c1Cc1ccccc1F	2%	14%	56%	5%	1.5%	i	25%	18%	-1.5%
Cc1ccc(OCc2nnc(SCC(=O)C(C)(C)C)n2Cc2ccco2)cc1	2%	-13%	-1.3%	1%	-0.7%	i	24%	-16%	1.4%
O=C(CSc1ccc([N+](=O)[O-])cc1)NCC1CCCCC1	-7%	-4%	-1.6%	8%	-0.2%	i	-21%	-11%	5.9%
O=C1/C(=C/c2ccc([N+](=O)[O-])cc2)Oc2cc(O)ccc21	10%	7%	-1.5%	15%	-1.5%	.	4%	-9%	-5.8%

Main list (from the top)
SMILES	NOD2 inhibition	NS5 inhibitors	HIV peptide binding	AID2073	West Nile virus CPE	Yfh1-off respiration	KOR beta-arrestin-1	NOD1 NF-kB reporter	KOR beta-arrestin-2	others
Cc1nc2c(C(=O)NCc3ccc4c(c3)OCO4)c[nH]n2c(=O)c1Cc1ccccc1F	2%	14%	56%	5%	1.5%	i	25%	18%	-1.5%
Cc1ccc(OCc2nnc(SCC(=O)C(C)(C)C)n2Cc2ccco2)cc1	2%	-13%	-1.3%	1%	-0.7%	i	24%	-16%	1.4%
O=C(CSc1ccc([N+](=O)[O-])cc1)NCC1CCCCC1	-7%	-4%	-1.6%	8%	-0.2%	i	-21%	-11%	5.9%
O=C1/C(=C/c2ccc([N+](=O)[O-])cc2)Oc2cc(O)ccc21	10%	7%	-1.5%	15%	-1.5%	.	4%	-9%	-5.8%
CC1CCc2cc(F)cc3c(O)c(C(=O)NCC4CCCO4)c(=O)n1c23 (configuration not stated)	7%	-4%	0.5%	24%	2.2%	i	-20%	15%	4.9%
O=C(NCc1ccco1)C(=O)NCC1OCCN1S(=O)(=O)c1ccc(Br)cc1 (configuration not stated)	17%	-4%	0.5%	11%	.	.	-30%	-16%	-0.1%
O=c1c2ccccc2nc(N/N=C/c2ccc(O)cc2)n1O	-15%	3%	2.3%	-18%	.	.	-15%	-9%	0.6%
Cc1cc(Cl)c(S(=O)(=O)NC2CCCCC2)cc1OCC(=O)Nc1nncs1	14%	-4%	1.0%	12%	-0.2%	i	16%	-1%	-1.4%
NC(N)=NC(N)=Nc1cccc2ccccc12	9%	-3%	-0.4%	-8%	-0.3%	i	5%	0%	7.7%
Cc1cc(C)cc(NS(=O)(=O)c2ccc(NC(=S)NC(=O)c3cccs3)cc2)c1	-11%	-8%	2.1%	13%	-1.7%	i	-28%	-3%	-0.1%
CN1CCN(C(=O)Nc2ccccc2)CC1	1%	-7%	0.4%	-8%	0.2%	i	4%[20 µM]	-22%	-7.9%
O=C(N/N=C/c1cccc(O)c1)c1cc2c(ccc3ccccc32)o1	16%	-3%	2.0%	4%	-0.6%	.	-35%	0%	2.8%
Cc1cc2c(c(=O)o1)C(c1cccs1)C(C#N)=C(N)O2 (configuration not stated)	-6%	-9%	3.1%	5%	0.1%	i	28%	-12%	-0.1%
N/C(=N\OC(=O)c1ccco1)c1cccc([N+](=O)[O-])c1	-46%	0%	-0.2%	-3%	0.3%	i	-9%[20 µM]	-32%	.
O=C(NCCc1csc(-c2cccnc2)n1)c1c(F)cccc1F	0%	5%	-2.3%	5%	0.1%	i	.	1%	3.5%
Cc1cc(C(F)(F)F)nn1CC(=O)N1CCCC1	16%	0%	-0.7%	-1%	0.2%	i	40%	-7%	1.2%
Cc1ccccc1Cn1cnc2c([N+](=O)[O-])c(C)c(C)cc21	33%	0%	-1.7%	-4%	-0.9%	i	-9%	15%	2.5%
CNC(=S)N1CCc2sccc2C1C (configuration not stated)	2%	2%	1.4%	-9%	-0.1%	i	-1%	-9%	4.9%
O=C1CC(N2CCC(c3nc4ccccc4o3)CC2)C(=O)N1c1ccc(F)cc1 (configuration not stated)	17%	-5%	-1.0%	-5%	-0.7%	i	10%	-24%	-2.1%
COc1cc(CN2CCC(CCC(=O)NC3CC3)CC2)cc(Cl)c1OC	0%	-7%	-0.9%	0%	-0.6%	.	2%[20 µM]	-15%	-3.6%
CC(C)Nc1nc(Cl)nc(N(C#N)CN2C(=O)c3ccccc3S2(=O)=O)n1	18%	-11%	1.1%	-11%	0.2%	i	10%	-5%	2.8%
COC(=O)C(CCSC)NC(=O)CNS(=O)(=O)c1ccc(Br)cc1 (configuration not stated)	10%	-4%	-1.6%	-4%	0.4%	i	-27%	3%	2.0%
COc1cccc(CN2CC(C(=O)NCCC3=CCCCC3)CCC2=O)c1 (configuration not stated)	0%	2%	-0.2%	4%	0.0%	.	-28%	-28%	4.0%
O=C(N[C@@H](Cc1ccc(O)cc1)C(=O)O)c1cccnc1	14%	-2%	-0.3%	2%	0.5%	i	-22%	-28%	-2.8%

Structures shown so far with an aryl thioether with sulfur outside any ring, in the order listed:
SMILES	NOD2 inhibition	NS5 inhibitors	HIV peptide binding	AID2073	West Nile virus CPE	Yfh1-off respiration	KOR beta-arrestin-1	NOD1 NF-kB reporter	KOR beta-arrestin-2	others
Cc1ccc(OCc2nnc(SCC(=O)C(C)(C)C)n2Cc2ccco2)cc1	2%	-13%	-1.3%	1%	-0.7%	i	24%	-16%	1.4%
O=C(CSc1ccc([N+](=O)[O-])cc1)NCC1CCCCC1	-7%	-4%	-1.6%	8%	-0.2%	i	-21%	-11%	5.9%

Further results follow.
SMILES	NOD2 inhibition	NS5 inhibitors	HIV peptide binding	AID2073	West Nile virus CPE	Yfh1-off respiration	KOR beta-arrestin-1	NOD1 NF-kB reporter	KOR beta-arrestin-2	others
Cc1ccc(CNCc2ccc3c(c2)OCO3)c(C)c1	-18%	-12%	-1.9%	-7%	-0.5%	.	1%	-34%	-0.6%	NS5 inhibitors pilot replicate=-4.9
CC(=O)Nc1ccc(-c2cc(-c3ccc(NC(C)=O)cc3)nc(-c3ccc(NC(C)=O)cc3)n2)cc1	6%	-10%	2.7%	40%	-0.5%	i	14%	-25%	-0.2%
CC(=O)OCC(=O)Nc1ccc(SC(F)F)cc1	10%	-3%	0.2%	-17%	-0.4%	i	-11%	-9%	-3.7%
C=CCN1C(=O)/C(=C\c2cccs2)C(C(=O)OC)=C1C	3%	-5%	0.3%	-7%	0.4%	i	-22%	-21%	3.8%
Cc1ccc(S(=O)(=O)N(C)c2ccc(C(=O)N3CCc4ccccc4C3)cc2)cc1	2%	0%	0.7%	3%	-1.7%	i	-67%[20 µM]	-13%	2.7%
O=C(Cc1ccc(S(=O)(=O)N2CCOCC2)s1)N1CCN(c2cccc(C(F)(F)F)c2)CC1	-4%	-8%	0.2%	11%	-0.5%	.	26%	-22%	-3.0%
O=C(COc1ccc([N+](=O)[O-])cc1)Nc1ccccc1N1CCCC1	2%	.	1.0%	-10%	-0.8%	i	-14%	-17%	-2.6%
COC(=O)COc1ccc2c(=O)c(Oc3ccccc3Br)coc2c1	-6%	-8%	-0.9%	7%	0.3%	.	-17%	2%	-1.2%
Cc1ccn2cc(C(=O)NCc3ccco3)nc2c1	-6%	-12%	0.8%	-4%	1.0%	i	-48%	-30%	1.9%
Cc1cccc(N2CCN(S(=O)(=O)c3c(C)noc3/C=C/N(C)C)CC2)c1C	1%	0%	1.0%	11%	-0.1%	.	10%	20%	7.0%
S=c1[nH]c(-c2ccccc2)cn1/N=C/c1cccnc1	-12%	-25%	-2.0%	-40%	0.1%	i	24%	0%	2.2%
CCn1c(C)[n+](CC)c2ccc(C(=O)N(C)c3ccccc3)cc21	12%	-4%	-1.5%	9%	0.1%	i	15%[20 µM]	-25%	-4.9%
COC1=C(Nc2ccc(OC)cc2)C(=O)c2ccccc2C1=O	11%	4%	-2.4%	-11%	-1.2%	i	-8%	4%	7.1%
Cn1c(=O)c(C(=O)COc2ccc(F)cc2Cl)c(N)n(Cc2ccccc2)c1=O	13%	-10%	3.0%	15%	-0.7%	i	-6%	-39%	-0.5%
O=C(NC(NC(=S)Nc1cc(Cl)ccc1Cl)C(Cl)(Cl)Cl)c1ccco1 (configuration not stated)	-16%	-4%	8.2%	10%	1.3%	i	4%	38%	1.1%
COc1ccc(-c2nc(Cn3c(SCc4cccc(F)c4)nc4ccncc43)c(C)o2)cc1OC	3%	-3%	-1.0%	46%	0.0%	i	-16%	-24%	-0.3%
CCOC(CNC(=O)CN1C(=O)COc2ccc(S(=O)(=O)N3CCOCC3)cc21)OCC	8%	-11%	-0.1%	2%	0.5%	.	-25%	-18%	-0.6%
NS(=O)(=O)c1ccc(NC(=O)COC(=O)c2cc3ccccc3cc2O)cc1	12%	2%	0.3%	21%	0.4%	i	-15%	-1%	5.4%
Cc1cc(-n2cnc(-c3cn[nH]c3C)n2)no1	-12%	-2%	0.6%	13%	0.3%	i	-33%	-9%	0.8%
O=C(Nc1nnc(COc2ccc(F)cc2)s1)c1ccco1	1%	.	0.8%	19%	0.2%	i	-6%	-7%	.
Cc1c(Br)c(=O)oc2c(Br)c(O)c(O)cc12	-17%	7%	31%	5%	0.3%	i	3%	46%	2.8%
CCOC(=O)N1CCN(C(=O)CCc2ccc(S(=O)(=O)NCCc3ccccc3)cc2)CC1	4%	6%	0.0%	-4%	-0.9%	i	-56%	14%	4.8%
O=C(Nc1cccc(C(F)(F)F)c1)C(=O)N1CCCCC1	-1%	-4%	-1.0%	-2%	-0.7%	i	-12%	-22%	-1.7%
CCCOc1ccc(-c2nnc(-c3ccncc3)o2)cc1	-100%	0%	3.4%	11%	-1.7%	i	-15%	-60%	3.5%
CN(C)C(=S)Nc1ccc(Br)c(Cl)c1	14%	1%	-1.0%	-37%	0.0%	i	2%	1%	3.1%
CCOC(=O)C1CCCN(C(=O)COc2ccccc2F)C1 (configuration not stated)	18%	-5%	1.7%	-2%	0.5%	i	-16%	-25%	-2.6%
CCCOc1ccccc1N1C(=O)CC(N(O)c2ccccc2)C1=O (configuration not stated)	12%	0%	-1.5%	-5%	0.1%	i	-7%[20 µM]	11%	.
Cc1ccccc1CN(C)Cc1cc(=O)oc2c(C)c(C)ccc12	14%	-2%	-0.2%	1%	-1.0%	.	-9%	-2%	4.7%
COc1ccccc1N(CC(=O)NCc1ccccc1)C(=O)CCC(=O)Nc1cc(C)ccn1	8%	-10%	0.1%	-5%	-0.2%	.	10%	-28%	4.8%
NC(=O)c1cc([N+](=O)[O-])ccc1N1CCN(Cc2ccccc2)CC1	-7%	-3%	-1.0%	-4%	-1.1%	.	-5%	-10%	1.8%
Cc1ccccc1-n1c(SCC(=O)N/N=C/c2ccccc2OCC(=O)O)nc2ccccc2c1=O	10%	2%	3.4%	15%	0.5%	i	-9%	-6%	0.8%
Cc1nc(N)nc(-c2ccccc2O)n1	-21%	-10%	-1.0%	2%	0.4%	i	-17%	15%	-6.1%
O=C(Nc1ccc(N2CCOCC2)c(Cl)c1)c1cccc(F)c1	-108%	1%	-0.3%	-5%	1.1%	i	-4%	-35%	1.4%
Cn1ncc(Cl)c1C(=O)N/N=C/c1cccc(OC2CSC2)c1	25%	-13%	0.0%	9%	0.2%	i	12%	-1%	-0.5%
Cc1ccc2nc(NC(=O)C3CCN(S(=O)(=O)c4cc([N+](=O)[O-])ccc4Cl)CC3)sc2c1	-1%	4%	6.3%	17%	-1.3%	i	-38%	-34%	0.7%
Cc1sc2nc(CN(C(=O)NC3CCCCC3)C3CCCCC3)[nH]c(=O)c2c1C	-14%	1%	0.0%	8%	-0.5%	i	15%	6%	-4.7%
